M17LAP inhibition: P. falciparum M17LAP inhibitors, primary screen, biochemical, fluorogenic H-Leu-NHMec substrate, 1536-well (AID 1619); recombinant M17LAP, H-Leu-NHMec fluorogenic kinetic assay; higher % means a stronger effect; one-dose inhibition, % at 30 µM; IC50 in µM for titrated hits; actives 0.38% (n = 220,000);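 active = compound inhibiting the enzyme by more than half at any dose during confirmatory dose-response retesting; inconclusive = strong single-dose inhibitors picked by rank but not retested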;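 note: plate controls were full reaction with DMSO carrier for no effect and no enzyme background for full effect; strong numbers were not always called active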
ER stress rescue: protection against thapsigargin-triggered cell killing – 384-well, CSM14.1, ATP luminescence, primary screen (AID 1222); CSM14.1 thapsigargin-induced death rescue, ATP luminescence; higher % means a stronger effect; 190,000 tested, under 10 active; cellular ATP content (survival), % at 20 µM; hits with a dose series show EC50 in µM;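 active = EC50 below 50 µM in the dose-response confirmation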;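 note: death triggered by thapsigargin at about 15 µM added after 2 h compound pretreatment; cell ATP read after overnight thapsigargin exposure of roughly 18 to 22 hours; normalized against plate controls of thapsigargin alone and 5% DMSO vehicle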
XIAP displacement: XIAP antagonists, biochemical, IAP family, fluorescence polarization (AID 1018); displacement, % at 20 µM, or IC50 in µM where a hit was titrated; actives 0.007% (n = 200,000); XIAP BIR domain, fluorescence polarization peptide displacement; higher % means a stronger effect; in the data active = displacement above about 50%; note: a part of the inactive calls stands beside numbers as strong as those of hits
Yfh1-off respiration: mitochondrial function rescue without frataxin homolog – Friedreich's ataxia, plus single-dose screen, dose response (AID 1465) | actives 0.074% (n = 220,000) | fold induction at 50 µM, or EC50 in µM where a hit was titrated | S. cerevisiae Yfh1-off respiration, WST-1 reduction, 72 h; higher fold induction means a stronger effect;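 active = fold induction of absorbance versus untreated yeast above a set limit, then at least 30% activation at any dose in follow-up; inconclusive = repeats straddling the limit, or above it without dose testing; inactive = fold induction below the set limit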;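 note: activators that raise dye reduction in frataxin-depleted yeast; strong numbers were not always called active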
Siah-1 displacement: Siah-1 peptide-binding antagonists, primary screen, biochemical, fluorescence polarization, rhodamine-plectin, uHTS (AID 1817) | displacement, % at 20 µM, or IC50 in µM where a hit was titrated | Siah-1 / rhodamine-plectin peptide fluorescence polarization; higher % means a stronger effect | actives 0.02% (n = 290,000);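 active = displacement of at least 50% at 20 µM, with a fluorescence ratio check between 0.3 and a set limit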;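 note: plate controls were Siah plus tracer with DMSO for no effect and tracer alone without Siah for full effect; strong numbers were not always called active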
PhoP inhibition: PhoP-dependent GFP reporter repression – Salmonella Typhimurium, primary screen (AID 1863); S. Typhimurium PhoP-regulated promoter GFP reporter, 4 h; higher % means a stronger effect; inhibition, % at 50 µM; hits with a dose series show IC50 in µM; actives 0.16% (n = 300,000);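 active = inhibition over 29.93%, a cutoff 3 SD above the screen mean, later confirmed by dose response; inconclusive = inhibition over 29.93% but no dose response follow-up; inactive = inhibition at most 29.93% or unconfirmed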;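 note: 0% = low Mg2+ inducing control and 100% = high Mg2+ repressing control; strong numbers were not always called active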
PMI inhibition: human PMI inhibitors, high substrate, primary screen, biochemical, fluorescence intensity, high mannose 6-phosphate (AID 1220). recombinant PMI enzyme, coupled fluorescence intensity; higher % means a stronger effect. one-dose inhibition, % at 20 µM; IC50 in µM for titrated hits. actives 0.66% (n = 190,000); in the data active = inhibition above about 50%
West Nile virus CPE: inhibition of WNV-induced cytopathic effect – cell-based, CPE readout (AID 1621); West Nile virus-infected cells, CPE inhibition; higher % means a stronger effect; actives 0.02% (n = 290,000); one-dose CPE inhibition, % at 10 µM; IC50 in µM for titrated hits; in the data active = a potency from the dose series; inconclusive = CPE inhibition mostly from about 3.7% at the one dose, without a potency; inactive = the rest, 99 in 100 with CPE inhibition below about 2.2%; note: strong numbers were not always called active
P. falciparum M1AAP: malaria alanyl aminopeptidase activity blockers – biochemical, fluorogenic H-Leu-NHMec substrate, 1536-well (AID 1445). recombinant M1AAP, H-Leu-NHMec fluorogenic kinetic assay; higher % means a stronger effect. inhibition, % at 30 µM, or IC50 in µM where a hit was titrated. actives 0.42% (n = 220,000);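 active = primary inhibition above the hit cutoff, then over 50% inhibition at one or more dose response concentrations, cut at about 23% in these data, passing the limit was not always enough; inconclusive = conflicting primary data, or primary hits not chosen for dose response; inactive = low primary inhibition, or under 50% at every dose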;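 note: plate controls were DMSO full reaction for no effect and no enzyme background for full effect; strong numbers were not always called active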
Active calls of the source: *; i = inactive; ? = inconclusive; nt = not tested or not shown; & = joins results of further samples.

SMILES	M17LAP inhibition	ER stress rescue	XIAP displacement	Yfh1-off respiration	Siah-1 displacement	PhoP inhibition	PMI inhibition	West Nile virus CPE	P. falciparum M1AAP
COc1cc(/C=N/Nc2snc(SC)c2C#N)ccc1O	13%	2.6%	-4.4%	i	-5%	0%	-30%	3.3%	17%
CCN(Cc1cc2cc(OC)ccc2[nH]c1=O)C(=O)Cc1ccc(OC)cc1	-5%	-0.2%	-2.6%	i	1%	-1%	17%	-0.1%	-1%
CC1CCCC(C)N1NC(=O)c1ccc(Cl)c(S(N)(=O)=O)c1 (stereo unspecified)	-2%	-2.2%	-21%	i	0%	-8%&12%	-10%	0.0%	-3%
O=C(Oc1cccc(-c2cnc3ccccc3n2)c1)c1ccco1	0%	-1.8%	-7.7%	i	0%	-8%	-10%	0.1%	5%
O=C(O)c1ccc(CSCc2ccco2)cc1	11%	nt	-4.5%	i	-2%	-5%	4%	0.7%	0%
CC(C)Cc1nc2oc3c(NCc4cccnc4)ncnc3c2c2c1CCC2	8%	-0.8%	-3.1%	i	3%	2%	11%	0.1%	-3%
Cc1nnc(SCC(=O)Nc2cc(C(F)(F)F)ccc2N2CCOCC2)o1	-16%	nt	-1.6%	i	2%	-7%	4%	0.2%	4%
Cc1ccc2cccc(N=Cc3c(C)[nH]n(-c4ccccc4)c3=O)c2n1	10%	i	-3.4%	i	-9%	13%	-10%	0.0%	0%
O=C1N2c3ccccc3CCc3cccc(c32)C1(O)C(F)(F)F (stereo unspecified)	5%	nt	1.4%	i	8%	7%	14%	-0.8%	2%
Fc1ccc(CSc2nncn2NCc2ccccc2)cc1	5%	-1.7%	-6.0%	i	9%	-8%	1%	-0.9%	-3%
Cc1ccccc1CNc1nc(N)n(-c2ccccc2)n1	0%	-1.8%	-2.4%	i	-1%	-4%	-12%	0.3%	16%
N#CCCn1ccc(NC(=O)c2ccc(Cl)cc2)n1	3%	-1.7%	-2.8%	i	5%	-1%	14%	0.4%	7%
CCOC(=O)c1cccc(NC(=O)Cn2c(CC(=O)N3CCCC3)nc3ccccc32)c1	14%	3.0%	-7.8%	i	6%	6%	-1%	-0.6%	2%
CCOc1ccc2ccccc2c1/C=N\NC(=O)OC	-8%	3.7%	-0.7%	i	-2%	9%	1%	-1.0%	3%
CCOC(=O)c1ccc(NC(=O)C2CCCN(S(=O)(=O)c3ccc(F)cc3)C2)cc1 (stereo unspecified)	15%	-0.5%	-0.7%	i	0%	0%	9%	?	15%
CN(C)c1ccc(/C=N/NC(=O)c2ccc3nc[nH]c3c2)cc1	2%	nt	nt	i	-8%	11%	nt	0.6%	14%
Cc1nc2c(-c3ccc(F)cc3)c(C)nn2c(C)c1CCC(=O)N1CCN(c2ccccc2)CC1	8%	0.0%	-1.8%	i	3%	-6%	12%	-0.2%	1%
CCCCn1c(N)c(Sc2ccc(Cl)cc2)c(=O)[nH]c1=O	4%	-2.4%	-1.5%	i	5%	-3%	-7%	-0.7%	3%
COc1ccccc1/C=C/C(=O)Oc1cccc2cccnc12	1%	-0.6%	-0.5%	i	6%	-5%	26%	-0.3%	6%
Cc1cc2nnc(SCC(=O)Nc3cc(S(=O)(=O)N4CCOCC4)ccc3Cl)n2c2ccccc12	2%	-1.9%	-0.2%	i	0%	3%	7%	-0.5%	0%

Record cards, from the list above:
COc1cc(/C=N/Nc2snc(SC)c2C#N)ccc1O is listed with M17LAP inhibition = 13%; ER stress rescue = 2.6%; XIAP displacement = -4.4%; Yfh1-off respiration = i; Siah-1 displacement = -5%; PhoP inhibition = 0%; PMI inhibition = -30%; West Nile virus CPE = 3.3%; P. falciparum M1AAP = 17%
O=C(O)c1ccc(CSCc2ccco2)cc1 is listed with M17LAP inhibition = 11%; ER stress rescue = nt; XIAP displacement = -4.5%; Yfh1-off respiration = i; Siah-1 displacement = -2%; PhoP inhibition = -5%; PMI inhibition = 4%; West Nile virus CPE = 0.7%; P. falciparum M1AAP = 0%

Among those listed so far, these contain a Cl atom:
SMILES	M17LAP inhibition	ER stress rescue	XIAP displacement	Yfh1-off respiration	Siah-1 displacement	PhoP inhibition	PMI inhibition	West Nile virus CPE	P. falciparum M1AAP
CC1CCCC(C)N1NC(=O)c1ccc(Cl)c(S(N)(=O)=O)c1 (stereo unspecified)	-2%	-2.2%	-21%	i	0%	-8%&12%	-10%	0.0%	-3%
N#CCCn1ccc(NC(=O)c2ccc(Cl)cc2)n1	3%	-1.7%	-2.8%	i	5%	-1%	14%	0.4%	7%
CCCCn1c(N)c(Sc2ccc(Cl)cc2)c(=O)[nH]c1=O	4%	-2.4%	-1.5%	i	5%	-3%	-7%	-0.7%	3%
Cc1cc2nnc(SCC(=O)Nc3cc(S(=O)(=O)N4CCOCC4)ccc3Cl)n2c2ccccc12	2%	-1.9%	-0.2%	i	0%	3%	7%	-0.5%	0%

Next section.
SMILES	M17LAP inhibition	ER stress rescue	XIAP displacement	Yfh1-off respiration	Siah-1 displacement	PhoP inhibition	PMI inhibition	West Nile virus CPE	P. falciparum M1AAP
C[C@@H](C[C@@H](O)[C@H](O)C(C)(C)O)[C@@H]1CC[C@]2(C)C3=CC[C@H]4C(C)(C)C(=O)CC[C@]4(C)[C@H]3CC[C@@]12C	-5%	-0.9%	-6.5%	i	3%	-3%	13%	?	0%
CNC(=S)N/N=C/c1cc(C)n(-c2ccc(Cl)c(Cl)c2)c1C	1%	-3.3%	-5.8%	i	0%	6%	-12%	-1.1%	8%
O=C(CCc1ccccc1)NNC(=O)c1ccc(NC(=O)c2ccccc2)cc1	3%	-0.9%	-0.7%	i	33%	27%	-9%	-0.1%	-5%
C/C(=C\C(=O)c1ccc(Cl)cc1)Nc1ccc(N2CCOCC2)cc1	-1%	0.4%	-6.8%	nt	1%	-1%	8%	nt	-1%
CCCc1cc(=O)[nH]c(SCC(=O)Nc2nonc2N)n1	1%	-0.8%	-2.2%	i	-1%	0%	4%	0.5%	-3%
O=C(c1ccccc1)N1CCN(c2ccccc2F)CC1	4%	nt	-5.2%	i	0%	-10%	-5%	0.0%	-1%
O=C1NC(c2ccc(Cl)cc2)=COc2ccccc21	-6%	nt	-1.4%	i	-4%	12%	2%	-0.3%	2%
Cc1ccc(Cl)cc1-c1ccc(/C=N/n2cnnc2)o1	20%	-1.9%	-2.3%	i	0%	31%	8%	0.0%	11%
COc1ccccc1CNC(=O)C[n+]1ccccc1	-2%	-0.1%	-7.8%	i	-2%	-5%	-1%	0.5%	13%
CC(C)Cn1cc(C(=O)NCCCOC(C)C)c2c3ccccc3n(C)c2c1=O	5%	-1.2%	-13%	i	6%	-12%	12%	-0.5%	10%
COc1ccc(CSC2=CS(=O)(=O)c3ccccc3N2)cc1	-3%	-0.2%	-2.7%	i	6%	9%	-3%	-1.1%	3%
COC(=O)c1cc2cc(Cl)ccc2nc1SC	1%	nt	nt	i	15%	-4%	nt	-0.6%	1%
O=C(c1ccco1)N1CCN=C1SCc1cccnc1	-1%	1.2%	3.0%	i	3%	-13%	7%	0.1%	-1%
C/C(=N/NC(=O)CCc1ccccc1)c1ccco1	3%	-0.8%	-4.7%	i	-7%	-3%	-4%	1.4%	8%
CC(=O)c1ccc(-n2nnnc2SCC(=O)Nc2sc(C)c(C)c2C#N)cc1	-3%	-1.4%	-2.2%	i	-4%	8%	-10%	-0.5%	4%
CCOc1cc(C(=S)N2CCCCC2)ccc1OS(=O)(=O)c1ccc(Br)cc1	10%	-0.2%	-10%	i	8%	1%	13%	-2.3%	10%
CCOC(=O)N1CCN(c2c(NCc3ccc(N(C)C)cc3)c(=O)c2=O)CC1	6%	1.3%	-7.3%	i	-4%	10%	4%	0.3%	8%
CCOC(=O)C(NC(=O)C1CCCN1C(=O)OCc1ccccc1)C(=O)OCC (stereo unspecified)	-11%	-0.6%	3.2%	i	6%	4%	1%	-0.2%	-9%
Cc1cccc(C)c1NS(=O)(=O)c1ccc(OCCNS(C)(=O)=O)cc1	2%	-5.9%	-7.1%	i	7%	-8%	0%	0.3%	0%
Cc1ccc(NC(=O)CNC(=O)c2cccs2)cc1S(=O)(=O)Nc1ccc(Cl)cc1	7%	-0.6%	-1.6%	i	0%	-4%	12%	-1.6%	5%
Clc1cccc(N2CCN(Cc3nnc(-c4ccccc4)o3)CC2)c1	5%	0.8%	-1.2%	i	-4%	4%	4%	0.7%	5%
COc1cccc(/C=C2\SC(=S)N(N3CCOCC3)C2=O)c1OC	7%	-0.4%	-11%	i	0%	-26%	-3%	-0.8%	10%
Cc1occc1C(=O)NNC(=O)c1ccc(Br)o1	12%	-0.1%	-4.7%	i	10%	-9%	-1%	-0.1%	14%
C/C(=N\Nc1nc2ccccc2[nH]1)c1ccc(Cl)s1	-6%	-2.3%	-3.1%	i	-4%	32%	3%	-1.2%	7%
CCCCOC(=O)c1ccc(NC(=S)N2CCN(c3ncc4c(=O)c(C(=O)O)cn(CC)c4n3)CC2)cc1	-7%	nt	nt	i	10%	-4%	nt	0.3%	0%
O=C(CCSc1ccc(Cl)cc1)N1CCN(c2ccc(O)cc2)CC1	-1%	nt	nt	i	1%	-14%	nt	-0.9%	5%
O=C(Nn1cnc2ccccc2c1=O)c1ccc([N+](=O)[O-])cc1	1%	-0.4%	-4.6%	i	4%	-14%	6%	0.0%	9%
CCO[C@@H]1OC(C(=O)NC2CC2)=C[C@H](C2CC2)[C@H]1CCCO	2%	nt	nt	i	-4%	-3%	nt	-0.4%	-1%
Cc1nc(N2CCN(C(=O)c3ccco3)CC2)c2oc3ccccc3c2n1	nt	-1.5%	-5.0%	i	-2%	nt	-1%	0.2%	nt
COC(=O)c1cc(-c2ccc(OC)c(OC)c2)on1	8%	0.2%	-3.3%	i	1%	4%	2%	0.2%	-3%
CC(=O)Nc1ccc(NC(=O)Nc2ccc(C)c(C)c2)cc1	0%	-0.7%	-5.2%	i	5%	2%	11%	-0.2%	-3%
CC(C)CC(=O)NC(=S)Nc1sc2c(c1C(N)=O)CCC2	-2%	0.4%	-1.8%	i	4%	-4%	9%	-0.2%	2%
COc1cccc(-c2nc(CS(=O)(=O)CC(=O)N3CCc4ccccc4C3)c(C)o2)c1	22%	nt	5.5%	i	-1%	-3%	9%	-0.8%	10%
CC(C)Nc1nc(NC(C)C)nc(N(C)N)n1	2%	-0.6%	-3.7%	i	-4%	1%	10%	0.6%	6%

From PubChem
